# 5HT1a antag: blocks the human serotonin 5-HT1a receptor; P08908; CHO 5-HT1a Ga15 NFAT-bla reporter, antagonist mode; inhibition, % at 10 µM; 62,000 tested, 0.68% active;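 active = inhibition above the mean of all tested compounds plus 3 SD, cut at about 43% in these data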;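 note: receptor stimulated by 5-CT agonist at 100 nM near EC80; beta-lactamase reporter measured by ratiometric fluorescence of a cleavable substrate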
# Target sequence (P08908 whole entry, looked up): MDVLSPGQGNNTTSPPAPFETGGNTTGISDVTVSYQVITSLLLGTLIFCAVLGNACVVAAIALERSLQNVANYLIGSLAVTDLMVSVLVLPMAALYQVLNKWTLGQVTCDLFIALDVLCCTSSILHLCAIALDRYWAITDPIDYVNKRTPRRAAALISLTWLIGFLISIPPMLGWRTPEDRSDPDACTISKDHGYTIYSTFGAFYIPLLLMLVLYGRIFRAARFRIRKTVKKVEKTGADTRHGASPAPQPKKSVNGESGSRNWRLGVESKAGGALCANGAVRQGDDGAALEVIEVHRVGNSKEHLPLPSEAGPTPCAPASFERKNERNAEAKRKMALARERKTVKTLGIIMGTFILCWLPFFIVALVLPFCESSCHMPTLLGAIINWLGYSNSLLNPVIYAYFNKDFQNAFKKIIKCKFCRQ
# MMP13 inh: MMP13 (human) collagenase inhibition | P45452 | MMP-13 fTHP FRET cleavage, Mca fluorescence | inhibition, % at 4 µM | 65,000 tested, 0.07% active;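 active = inhibition above the mean of compound-free control plate wells plus 3 SD, cut at about 14% in these data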;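 note: 0% = DMSO wells and 100% = wells with reference MMP-13 inhibitor after basal subtraction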
# Abs 340nm: compound absorbs light at 340 nm; compound absorbance at 340 nm, fold over control; fold change at 10 µM; 65,000 tested, under 10 active; AID 708;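 active = at 10 µM dose, initial 340 nm absorbance at least 2 fold that of control wells; inactive = change under 2 fold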;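 note: initial absorbance extrapolated from kinetic A340 decline of NADH oxidation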
# TNAP act DEA: human TNAP activation, intermediate phosphate acceptor. activation factor at 20 µM. AID 813. 64,000 tested, under 10 active. purified TNAP, CDP-star luminescence, 100 mM DEA, 30 min; hits give high values; scale: 0 levamisole-inhibited, 1 vehicle-only enzyme. P05186;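 active = activation factor of at least 2 at 20 µM, relative to controls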
# Autofluor 339: intrinsic fluorescence of library compounds, ex339/em460 – biochemical, MLSMR library, data from DPM-DC assay, artefact control, profiling panel; compound autofluorescence, ex339/em460 nm, NADH buffer; hits give high values; 1 = no-compound wells, NADH background; fluorescence fold increase at 10 µM; 65,000 tested, 5.5% active;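 active = at 10 µM, mean starting fluorescence two-fold or more over control wells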;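 note: signal is the first read of a kinetic run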
# HTR1A agonist: agonists of human 5-HT1a serotonin receptor. activation, % at 10 µM. CHO 5-HT1a Ga15 NFAT-bla reporter, FRET ratio; 0% basal, 100% maximal reference agonist. P08908. 65,000 tested, 0.56% active;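 active = activation above the screen-wide mean activation plus 3 SD, cut at about 19% in these data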;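 note: 0% = DMSO wells and 100% = 5-CT at EC100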
# NADH coupling: inhibitors of enzymes used to reach an NAD/NADH endpoint | IC50, µM (titrated, usually from 10 µM), inactives show at the highest dose inhibition | 65,000 tested, 0.02% active | coupled PK/LDH NADH assays, four targets;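 active = single-dose screening hits from any of four coupled enzyme assays that gave an IC50 when retested across doses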;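 note: the DPM-DC format reads NADH fluorescence rather than 340 nm absorbance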
# RORa activator: activators of human nuclear receptor RORA; CHO-K1 Gal4-RORA LBD luciferase reporter, luminescence; percent increase over mock-subtracted basal signal; activation, % at 10 µM; 65,000 tested, 1.5% active; AID 560;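 active = activation above the mean of all tested compounds plus 3 SD, cut at about 49% in these data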;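 note: 0% = DMSO-treated RORA cells and 100% = added signal equal to DMSO minus mock-transfected cells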
# Target sequence (P35398 whole entry, looked up, the tested form may be a part): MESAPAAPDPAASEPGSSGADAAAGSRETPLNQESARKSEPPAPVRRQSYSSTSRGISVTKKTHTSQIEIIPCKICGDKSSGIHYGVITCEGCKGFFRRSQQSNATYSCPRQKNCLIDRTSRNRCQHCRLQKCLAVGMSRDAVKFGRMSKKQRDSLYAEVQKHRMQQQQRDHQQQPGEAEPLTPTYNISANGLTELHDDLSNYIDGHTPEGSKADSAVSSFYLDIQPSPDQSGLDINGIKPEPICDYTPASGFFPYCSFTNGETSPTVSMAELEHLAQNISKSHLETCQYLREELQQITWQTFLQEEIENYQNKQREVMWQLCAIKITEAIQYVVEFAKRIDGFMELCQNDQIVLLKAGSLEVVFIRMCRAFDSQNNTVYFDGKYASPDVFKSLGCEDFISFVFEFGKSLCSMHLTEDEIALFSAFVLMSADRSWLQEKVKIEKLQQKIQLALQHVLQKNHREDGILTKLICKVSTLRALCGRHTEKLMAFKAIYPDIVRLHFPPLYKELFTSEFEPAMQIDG
# SF1 activator: SF-1 (human) activation; 65,000 tested, 1.9% active; activation, % at 10 µM; CHO-K1 Gal4-SF-1 LBD luciferase reporter; % increase over DMSO SF-1-specific signal; Q13285; AID 522;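 active = activation above the mean activation of all tested compounds plus 3 SD, cut at about 50% in these data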
#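 Test system: transient Gal4-SF-1 LBD reporter, CHO-K1; Amount: 4,000 CHO-K1 cells per well; Doses: 10 µM only; Timing: compound exposure 20 h at 37 °C; Signal: luciferase light emission; Read-out basis: percent activation relative to DMSO median and mock-transfected background; Control set: DMSO negative control and −SF1 background wells; Replicates: one test per compound.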
# * marks the source's active call; other numbers are inactive results; . = not tested or not shown; [ ] = another dose, or the depositor's remark.
no.	mol	5HT1a antag	MMP13 inh	Abs 340nm	TNAP act DEA	Autofluor 339	HTR1A agonist	NADH coupling	RORa activator	SF1 activator
1	O=C(NCCc1ccncc1)Nc1ccc(Cl)cc1	-13	0	1	1	1	-1.9	2%	9	8
2	COCCn1c(C)cc2c(c1=O)C(c1ccccc1F)C(C#N)=C(N)O2 (configuration not stated)	-10	-9	1	0.9	1.1	-2.1	9%	-2	21
3	S=c1[nH]nc(Cc2ccccc2)n1-c1ccccc1	-2	-4	1	0.9	0.99	-2.6	3%	10	2
4	O=C(c1ccc(S(=O)(=O)N2CCOCC2)cc1)N1CCN(c2cccc(Cl)c2)CC1	-8	2	1.1	0.9	1.1	1.0	6%	7	11
5	O=C(NCCCN1CCCC1=O)c1cccnc1	-9	0	1	0.9	0.99	-0.3	3%	4	19
6	CCN1CCCC1CNC(=O)Cn1cc2c(n1)CCC(C)C2 (configuration not stated)	-6	2	1	1	1	-4.3	14%	-1	-2
7	CC(=O)N1CCc2cc(S(=O)(=O)NCCC(=O)NC3CCCc4ccccc43)ccc21 (configuration not stated)	1	-4	1	0.9	1	-1.5	2%	-6	-10
8	CC12CCC(c3c(C(=O)O)nn(-c4ccccc4)c31)C2(C)C (configuration not stated)	8	-1	1	1	1.1	-0.3	6%	2	-4
9	COCCCn1c(Cc2ccccc2)nnc1SCC(=O)N1CCCCC1	-5	-5	1	0.8	1.1	-0.9	5%	10	9
10	Cc1occc1-c1nnc(SCC(=O)NC(C)(C)C)n1C(C)c1ccccc1 (configuration not stated)	10	0	0.98	1	1.1	1.1	5%	-21	1
11	O=C(CSc1nnc(-c2ccncc2)o1)Oc1ccccc1	2	-1	0.99	0.8	1.1	-0.1	3%	4	-9
12	COC(=O)c1cn(NC(=O)CC2CCCCC2)c(=O)c2ccccc12	17	9	1.1	0.9	1.1	-1.1	10%	-22	0
13	CC1CCc2nc(NC(=O)c3ccco3)sc2C1 (configuration not stated)	2	-4	1.1	0.9	1.1	0.4	1%	-62	-64
14	CSc1ncccc1C(=O)OCn1nnc2ccccc2c1=O	11	0	1	0.9	1.1	1.6	6%	-4	4
15	COc1ccc(-n2c(Cc3cccn3C)nnc2SCC(=O)N2CCOCC2)cc1	-12	4	0.99	0.9	1	-2.0	15%	14	-11
16	COc1ccc(-c2nc(-c3ccc(Br)cc3)no2)c(OC)c1	-11	4	1	0.9	1.1	-1.2	5%	45	13
17	CCC(=O)N1CCN(c2ccccc2NC(=O)Cc2ccccc2)CC1	30	-2	1.1	0.9	1.2	-1.4	1%	21	-6
18	COc1ccc(Cc2nnc(NC(=O)Cc3cccs3)s2)cc1OC	-3	0	1	.	1.1	-0.3	5%	5	3
19	O=C1CC(c2nc3ccccc3[nH]2)CN1c1cccc(C(F)(F)F)c1 (configuration not stated)	-4	1	1.1	1	1	0.7	2%	8	-8
20	COCCN(C(=O)c1csnn1)C(C(=O)NC1CCCCC1)c1sccc1C (configuration not stated)	4	2	1	1	1.1	0.9	7%	-6	-3
21	CCOc1cc(C)c(Cl)cc1S(=O)(=O)N(C)C	2	6	0.97	0.9	1	-2.1	2%	0	-5
22	CCOC(=O)Cc1c(C)nc2c(-c3ccc(Cl)cc3)c[nH]n2c1=O	8	-89[fluorescence artefact?]	1.1	0.8	2.1*	-0.9	7%[fluoresces]	-12	4
23	CCCC(c1nnnn1C1CCCC1)N1CCN(c2ccccc2F)CC1 (configuration not stated)	24	0	0.99	1	1	0.5	4%	-28	-13
24	O=C(c1cccc(C(=O)N2CCN(c3ccccc3)CC2)c1)N1CCN(c2ccccc2)CC1	-11	1	1	0.9	1.1	-1.9	5%	12	24
25	O=C(NCc1nc(-c2ccccc2)no1)c1ccc(Br)o1	13	0	1.1	0.9	1.2	-2.7	3%	3	-21
26	O=c1c2c3c(sc2ncn1/N=C/c1ccco1)CCCC3	0	8	1.1	0.9	1.1	0.2	0%	6	1
27	CC1CCCCN1C(=O)CSc1nnc(-c2ccco2)n1CC1CCCO1 (configuration not stated)	-5	2	1	0.9	1.1	-0.8	4%	4	-6
28	N#CCCN1CCN(S(=O)(=O)c2ccc(S(=O)(=O)N3CCCC3)cc2)CC1	-2	1	1	0.9	1.1	1.6	5%	8	-18
29	C(=C\CSc1nnnn1-c1ccccc1)/CSc1nnnn1-c1ccccc1	-12	4	1	0.9	1.1	0.3	1%	-8	2
30	COc1ccc(C(=O)NCCn2ccc3ccccc32)cc1OC	11	3	1	1	1	-3.1	4%	-3	14
31	CC1CCN(c2ccc(C(=O)NCCc3ccccc3)cn2)CC1	12	-3	1	1	1.1	-1.1	5%	60*	28
32	N#CCCSCc1ccc(OCC(=O)O)cc1	.	-3	1	1	1.1	0.3	2%	-16	10
33	CCCC(C)C(=O)Nc1cccc(NC(C)=O)c1 (configuration not stated)	-3	5	1.1	0.9	1.1	-2.5	0%	-33	-5
34	O=C(O)C1CC(=O)n2c(nc3ccccc32)S1 (configuration not stated)	.	3	1.1	0.9	1.1	-2.2	0%	0	-10
35	CCSc1nnc(Nc2ccccc2)s1	-4	3	1	0.9	1.1	-1.7	5%	17	54*
36	Cc1cc2ncn(/N=C/c3cccnc3)c2cc1C	3	7	1.1	1	1.1	-2.6	8%	-4	0
37	CCOc1cc(N2CCOCC2)c(OCC)cc1NC(=O)COc1cccc2cccnc12	-6	-1	1.1	1	1.1	1.0	4%	-6	8
38	Cc1cc(N/C=C/C(=O)c2cccc3ccccc23)no1	.	5	0.94	0.8	1.1	0.5	12%	2	8
39	OC(CN1C2=NCCN2c2ccccc21)c1ccc2c(c1)OCO2 (configuration not stated)	4	2	1	1	1.1	-0.6	6%	-10	-12
40	O=c1[nH]c2cc3c(cc2cc1C(c1nnnn1Cc1ccccc1)N1CCN2CCCC2C1)OCCO3 (configuration not stated)	1	-49	1.1	0.9	4.7*	-1.1	5%[fluoresces]	-12	8
41	Cc1ccc(N2CN=c3s/c(=C\c4ccccn4)c(=O)n3C2)cc1	8	-2	1.2	1	1	-2.2	4%	-23	5
42	CSCCC(NS(=O)(=O)c1ccc(Cl)cc1)C(=O)OCC(=O)N1CCOCC1 (configuration not stated)	-6	1	1	1.1	1.1	-2.0	0%	-9	-2
43	Cn1cccc1Cc1nnc(SCC(N)=O)n1-c1ccc(F)cc1	-16	4	0.99	0.9	1.1	-4.2	4%	-4	6
44	O=C(CN1C(=O)c2cccc3cccc1c23)Nc1ccc(S(=O)(=O)N2CCOCC2)cc1	6	2	1.1	.	1.8	-0.6	9%	3	9
45	Nc1nnc(SCC(=O)NC2CCCCC2)n1-c1ccccc1	-2	8	1.1	0.9	1.1	-0.8	10%	-1	-19
46	CC(C)COC(=O)C(C#N)c1nc2ccccc2nc1N1CCN(Cc2ccccc2)CC1 (configuration not stated)	4	-17	1	0.8	1.3	-1.2	3%	14	-17
47	CC(C)(C)Cc1nnc(NS(=O)(=O)Cc2ccccc2)s1	9	1	1.1	1	1.1	-2.3	0%	-3	0
48	Cc1ccc(-c2c3c(=O)n(C)c(=O)n(C)c3c3c(C)cc(C)nn23)cc1	8	3	1.1	0.9	1.1	-2.0	6%	-3	-5
49	COc1ccccc1N1CCN(C(c2ccc(Cl)cc2)c2nnnn2C(C)(C)C)CC1 (configuration not stated)	28	0	1	0.9	1.1	-0.7	5%	2	0
50	Cc1ccc(-c2nc(C#N)c(N3CCCCC3)o2)cc1	-12	-195[fluorescence artefact?]	1.1	0.9	2.2*	-1.4	1%[fluoresces]	-7	4
51	CCOc1ccc(NS(=O)(=O)c2ccc3[nH]cc(C(=O)NCC4CCCO4)c(=O)c3c2)cc1 (configuration not stated)	-5	2	1.1	0.9	1.1	-2.1	1%	-15	-1
52	CS(=O)(=O)N(CC(=O)NCc1ccc2c(c1)OCO2)c1ccc(Cl)cc1	10	0	1	0.9	1.1	-0.3	4%	0	14
53	COc1cc(CNCCC2CCOC(C)(C)C2)ccc1O (configuration not stated)	-10	-4	1	1	1.1	-4.9	6%	3	25
54	Cc1ccc(OCC(=O)n2nc(C)cc2C)c(Br)c1	-2	4	1	1.1	1.1	-1.8	3%	-3	-6
55	c1coc(CNc2nc(N3CCCCC3)nc3ccccc23)c1	42	-41[fluorescence artefact?]	0.99	0.9	3.7*	-2.8	13%[fluoresces]	-3	16
56	Cn1c(=O)n(CC(=O)Nc2cccnc2)c2ccccc21	9	-8	1	.	1.1	-4.3	4%	-22	13
57	O=C(C1CCN(S(=O)(=O)c2cccnc2)CC1)N1CCN(C2CCCC2)CC1	-5	1	1	0.9	1.1	1.4	3%	-17	-7
58	Cc1oc2nc(SCC(=O)N3CCCCC3)nc(N)c2c1C	-7	1	1	0.9	1.1	1.1	3%	29	10
59	O=C1CCCc2c1nn(-c1ccccc1)[n+]2[O-]	7	2	1	0.8	1	-0.7	1%	-6	6
60	CCNc1nc2c(c(=O)n(Cc3ccccc3)c(=O)n2C)n1Cc1ccccc1	0	-3	1	0.9	1.1	37*	8%	-2	10

# Fetched by compound from the list above (three):
no.	mol	5HT1a antag	MMP13 inh	Abs 340nm	TNAP act DEA	Autofluor 339	HTR1A agonist	NADH coupling	RORa activator	SF1 activator
47	CC(C)(C)Cc1nnc(NS(=O)(=O)Cc2ccccc2)s1	9	1	1.1	1	1.1	-2.3	0%	-3	0
49	COc1ccccc1N1CCN(C(c2ccc(Cl)cc2)c2nnnn2C(C)(C)C)CC1 (configuration not stated)	28	0	1	0.9	1.1	-0.7	5%	2	0
54	Cc1ccc(OCC(=O)n2nc(C)cc2C)c(Br)c1	-2	4	1	1.1	1.1	-1.8	3%	-3	-6

# Later entries
no.	mol	5HT1a antag	MMP13 inh	Abs 340nm	TNAP act DEA	Autofluor 339	HTR1A agonist	NADH coupling	RORa activator	SF1 activator
61	CCOC(=O)c1cn(CC(=O)Nc2ccc(C)cc2)nn1	-1	0	1	0.9	1.1	-3.4	1%	-7	27
62	Cc1ccc(Nc2cc(-n3nc(C)cc3C)ncn2)c(C)c1	12	-1	1.1	1	1	-1.5	1%	-11	-1
63	CCOC(=O)NC(Nc1ccc(C)cn1)(C(F)(F)F)C(F)(F)F	5	-1	1	0.9	1.1	-4.0	8%	3	-14
64	CCC(=O)N1CCc2cc(S(=O)(=O)NC(CC(C)C)C(=O)N3CCc4ccccc43)ccc21 (configuration not stated)	10	0	1	0.9	1	1.4	4%	7	6
65	CCOC(=O)c1c(-c2cccs2)csc1NC(=O)CN1CCOCC1	6	-7	1	.	1.2	2.6	5%	10	-7
66	O=C(/C=C1\NC2(CCCC2)Cc2ccccc21)N1CCOCC1	1	2	1.1	0.9	1	-0.1	2%	-7	7
67	CC1(C)CC(=O)C(C=Nc2ccccc2)=C(O)C1	19	1	1.2	1	0.83	-4.1	9%	6	64*
68	CCCNc1nc2c(c(=O)n(C)c(=O)n2C)n1Cc1ccc(F)cc1	1	1	1	0.9	1.1	-1.3	4%	-11	-13
69	Nc1c(Sc2ccccc2)c(=O)[nH]c(=O)n1Cc1ccccc1	-2	1	0.98	0.9	0.99	-3.4	3%	-18	-14
70	CC(C)n1c(SCC(=O)NCc2ccco2)nc2c1c(=O)n(C)c(=O)n2C	8	3	1	0.9	1.1	-1.2	4%	-4	16
71	CCC(c1nnnn1Cc1ccco1)N(CCc1ccccc1)Cc1cc2cc(C)ccc2[nH]c1=O (configuration not stated)	12	4	0.99	0.9	1.2	-3.4	7%	38	-10

# Assay outcomes deposited in PubChem by several laboratories.

# Rows were taken by chance; overall some 8.9% were active at least once.
